Runt-SMMHC FRET: blocks binding of human RUNX1 Runt domain to CBFb-SMMHC; Q01196+Q13951; Cerulean-Runt/Venus-CBFb-SMMHC FRET ratio 530/480, 1 h; inhibition, % at 20 µM; actives 0.74% (n = 220,000); AID 1434;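 active = mean inhibition across duplicate retests at 20 µM reaching about 50%, limit read from the data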;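 also: 0% = DMSO wells and 100% = wells with excess untagged CBFb-SMMHC; inhibitors lower the FRET ratio by blocking Runt binding to CBFb-SMMHC; some results filed as inactive read as strong as hits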
L929 necroptosis: blocks zVAD induced death of L929 cells; L929 zVAD necroptosis rescue, ATP luminescence, 24 h; with zVAD 60 µM; viability rescue, % at 10 µM; actives 0.38% (n = 220,000); AID 1377;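 active = activation, scaled between plate controls, above about 75%, limit read from the data; inactive = activation under that limit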;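 also: 0% = zVAD with DMSO and 100% = DMSO alone without zVAD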
TbHK1 inh: blocks Trypanosoma brucei hexokinase 1 activity. inhibition, % at 10 µM. recombinant TbHK1, G6PDH-coupled NADH A340. actives 0.11% (n = 220,000);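 active = inhibition of 50% or more in the single-dose primary screen; inactive = inhibition below 50%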
Runt-CBFb FRET: blocks binding of human RUNX1 Runt domain to CBFb; Q01196+Q13951; Cerulean-Runt/Venus-CBFb FRET ratio 530/480, 1 h; inhibition, % at 20 µM; actives 0.46% (n = 220,000); AID 1496;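 active = inhibition over about 50% at 20 µM in the single-dose screen, limit read from the data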;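 also: 0% = DMSO wells and 100% = excess unlabeled CBFb competitor control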
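Measured by: fluorescence energy transfer, 422 nm excitation, 530/480 nm emission; test system: Cerulean-tagged RUNX1 Runt domain (FRET donor) fusion protein; buffer or medium: Tris pH 7.5 buffer with BSA; compound: one dose, 20 µM compound, 1% DMSO; times: two 1 h room-temperature incubations shielded from light; benchmarks: unlabeled CBFb 5 µM, positive control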
EBV gp42 inh: inhibitors of Epstein-Barr virus glycoprotein 42; actives 0.42% (n = 220,000); Fluorescence polarization binding assay, mP read-out; inhibition, % (tested at 21.74 µM); Q1HVG2; in the data active = inhibition above about 50%
Target sequence (Q1HVG2 whole entry, looked up): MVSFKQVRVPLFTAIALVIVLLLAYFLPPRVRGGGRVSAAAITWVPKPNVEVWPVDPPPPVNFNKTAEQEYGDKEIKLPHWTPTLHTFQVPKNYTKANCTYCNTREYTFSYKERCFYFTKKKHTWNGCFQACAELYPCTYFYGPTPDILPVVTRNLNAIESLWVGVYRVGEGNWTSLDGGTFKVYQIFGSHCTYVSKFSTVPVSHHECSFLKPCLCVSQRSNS
Mdm2 ligase inh: blocks human Mdm2 ubiquitin ligase activity. Q00987. cell-based MDM2 ubiquitination luciferase reporter, 2 h; 0 = plate control, 100 = twice control, blank-subtracted. signal enhancement, % at 5 µM. actives 0.11% (n = 210,000);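 active = signal enhancement of 30% or more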;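 also: luminescence tracks abundance of the self-degrading MDM2-luciferase fusion protein; higher signal means inhibition of MDM2 E3 ligase activity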
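Timing – 2 h compound exposure at 37 °C · Assay system – mammalian cells stably expressing self-ubiquitinating, self-degrading MDM2 E3–luciferase fusion · Amount – 2000 cells seeded into each well · Measure – % luminescence enhancement versus blank-corrected plate control mean · Measured by – SteadyLite luminescence, 15 min reagent step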
Hck Nef HTS: blocks Nef-activated human Hck kinase. P08631. Recombinant Hck-YEEI plus Nef, Z-Lyte FRET kinase assay. inhibition, % at 20 µM. actives 0.68% (n = 220,000);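 active = Hck-Nef kinase inhibition above about 50%, limit read from the data; inactive = inhibition below that limit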;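 also: 0% = DMSO with Hck plus Nef and 100% = Hck alone without Nef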
Target sequence (P08631 whole entry, looked up): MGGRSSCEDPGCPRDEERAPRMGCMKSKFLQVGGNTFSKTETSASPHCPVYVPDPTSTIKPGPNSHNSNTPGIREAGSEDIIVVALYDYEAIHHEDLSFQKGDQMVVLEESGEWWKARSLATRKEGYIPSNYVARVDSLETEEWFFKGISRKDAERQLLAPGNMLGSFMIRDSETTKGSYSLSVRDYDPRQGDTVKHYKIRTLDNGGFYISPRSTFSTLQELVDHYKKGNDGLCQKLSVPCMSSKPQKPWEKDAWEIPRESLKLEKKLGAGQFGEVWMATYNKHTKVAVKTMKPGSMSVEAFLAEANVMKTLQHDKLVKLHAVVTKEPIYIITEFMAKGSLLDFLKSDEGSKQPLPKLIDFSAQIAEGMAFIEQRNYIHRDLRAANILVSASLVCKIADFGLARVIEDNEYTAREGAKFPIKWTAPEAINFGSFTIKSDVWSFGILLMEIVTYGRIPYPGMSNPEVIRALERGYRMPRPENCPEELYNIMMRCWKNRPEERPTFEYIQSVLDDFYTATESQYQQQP
14-3-3 Bad inh: disrupts binding of bovine 14-3-3 zeta to phospho-Bad peptide; P63103; TR-FRET 14-3-3zeta/Dy647-pBad peptide displacement, 1 h; inhibition, % at 21.7 µM; actives 0.71% (n = 220,000); AID 781;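 active = inhibition above about 70%, limit read from the data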;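 also: 0% = full 14-3-3 plus peptide FRET controls and 100% = background without 14-3-3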
Target sequence (P63103 whole entry, looked up): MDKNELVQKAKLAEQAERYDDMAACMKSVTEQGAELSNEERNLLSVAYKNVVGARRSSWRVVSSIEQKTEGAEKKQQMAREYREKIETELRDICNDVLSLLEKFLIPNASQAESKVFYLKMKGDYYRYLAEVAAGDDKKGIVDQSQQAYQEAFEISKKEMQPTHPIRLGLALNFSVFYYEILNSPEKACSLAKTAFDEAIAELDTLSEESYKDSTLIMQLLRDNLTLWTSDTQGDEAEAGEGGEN
NCF1 inh: inhibitors of human p47phox binding; P14598; p47phox/p22phox peptide binding, fluorescence polarization, 2 h; inhibition, % at 24.7 µM; actives 0.53% (n = 220,000); AID 1274;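 active = inhibition above about 30%, limit read from the data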;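 also: 0% = p47phox with labelled peptide and 100% = labelled peptide alone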
* = called active by the depositor; / = no result given; [ ] = dose if it differs, or a comment.

SMILES,Runt-SMMHC FRET,L929 necroptosis,TbHK1 inh,Runt-CBFb FRET,EBV gp42 inh,Mdm2 ligase inh,Hck Nef HTS,14-3-3 Bad inh,NCF1 inh
O=C(Cc1ccc([N+](=O)[O-])cc1)Nc1cccnc1,0,-0.8,-10,0,-7,-7,3,16,6
O=S(=O)(c1ccc(Cl)cc1)N1CCN(Cc2c[nH]c3ccccc23)CC1,0,0.6,-7,-1,6,-23,5,-15,-9
CN(C)c1cccc(C(=O)n2cc(C(=O)c3cc(F)ccc3O)cn2)c1,-1,-0.4,-9,0,-6,-12,39,22[fluorescence artefact?],9
CCOC(=O)c1sc(C)c2c(=O)n(CCc3ccccc3)nnc12,1,0.1,-5,0,-9,-15,0,-10,8
O=C(NNC1=Nc2ccccc2SC1)c1ccccc1F,2,0.1,-5,-1,-2,-22,7,0,-2
CC(C)N1CCC(N2CCN(C3CCCC3)CC2CCO)CC1 (centres undefined),0,1.2,-4,1,-8,-5,21,-7,-1
O=C(OCC(=O)N1CCc2ccccc21)c1ccccc1,3,0.2,3,-3,-11,-16,-1,-11,-1
CCOC(=O)CCc1c(C)nc2cc(-c3ccccc3OC)[nH]n2c1=O,2,5.3,-3,0,-11,-17,1,-9,-8
Cc1ccc(NC(=O)c2ccccc2Br)cc1S(=O)(=O)N(C)C,0,9.6,-3,-1,-2,-21,24,17,-2
O=C(CCl)N=c1sccn1Cc1ccccc1Cl,0,-2.0,-6,1,-8,-9,-1,-5,-10
O=C(CC1S/C(=N\S(=O)(=O)c2ccccc2)N(c2ccccc2)C1=O)Nc1ccc(F)cc1 (centres undefined),2,0.0,-1,1,-9,8,4,0[fluorescence artefact?],-55
Cc1cccc(N2C(=O)C3C4C=CC(C5CC45)C3C2=O)n1 (centres undefined),2,-0.3,-8,-1,-6,-9,-9,-2,-4
OCCCc1nc2ccccc2n1CCOc1ccccc1,1,0.0,3,-1,1,-12,0,-5,-23
Cc1cccc(C(=O)NNC(=O)c2ccc(Cl)cc2)c1O,2,0.0,-1,1,-8,-9,0,6,-14
O=c1oc2cc(O)ccc2c2oc3cc(O)ccc3c12,56*,19,-2,23,10,/,18,27,-93
CC1=NN(c2nc3ccccc3[nH]2)C(=O)/C1=C/N(C)C,1,-3.6,-6,1,-21,-26,20,-18,-5
O=[N+]([O-])c1ccc(N2CCC(=NOCc3ccc(Cl)cc3)CC2)cc1,-4,-0.1,5,-3,-12,-14,2,-10[fluorescence artefact?],-5
COc1cc2nc(=S)n3[nH]c(COc4ccccc4C)nc3c2cc1OC,5,0.4,-14,10,11,-9,5,13[fluorescence artefact?],-15
CCOc1ccc(Cn2nnc(C(=O)Nc3cc(C)cc(C)c3)c2N)cc1,2,3.2,-13,2,-13,3,21,2,-20
COCCN=c1scc(-c2ccccc2)n1/N=C/c1c[nH]c2ccccc12,-9,4.5,-8,-6,-8,2,3,-8[fluorescence artefact?],-9
CC(C)C(NC(=O)C1CCC(C(C)(C)C)CC1)C(=O)NCc1cccnc1 (centres undefined),-2,-0.3,-4,-4,-2,-13,3,9[fluorescence artefact?],4
Cn1c(=O)n(Cc2ccc(F)cc2)c(=O)c2c1nc1n2CCCN1C1CCCCC1,0,4.0,-2,-2,-21,-11,1,-8,1
Cc1ccc(NC(=O)Cn2cc(S(=O)(=O)c3ccccc3)c(=O)c3cc(F)ccc32)cc1,1,/,0,-2,-10,/,-1,-4,-14
Cc1ccc2nc(NC(=O)C3=NN(c4ccccc4)C(=O)CC3)sc2c1,4,1.9,-12,-2,-12,-15,2,-16[fluorescence artefact?],-30
Cc1[nH]n(-c2ccccc2)c(=O)c1CCOC(=O)c1cccc(C(F)(F)F)c1,0,-0.4,1,-4,8,-30,5,-5,-1
CCOc1cc(NC(=S)Nc2cccc(C)c2)c(OCC)cc1NC(=O)CC(C)C,4,0.3,-1,0,-10,-7,2,1,-11
CC(C)(C)[C@H]1C=C(C(=O)N2CCN(Cc3ccccc3)CC2)O[C@@H](OCc2ccc(CO)cc2)C1,0,0.2,-11,-4,-9,/,3,11,/
O=C1C2CCCN2C(c2ccc(F)cc2)N1c1ccc(Cl)cc1 (centres undefined),-4,-1.0,2,2,-17,-13,0,-6,-24
O=C(Nc1ccc2nsnc2c1)N1CCCCC1,0,0.3,-20,1,-14,-8,3,-3,-7
CCOC(=O)C1CCCN(c2nc3ccccc3nc2C(C#N)C(=O)OCC)C1 (centres undefined),-19,-0.4,-4,-18,1,-6,-5,-15,-11
CC1C(=O)C(C)C(c2ccc3c(c2)OCO3)NC1c1ccc2c(c1)OCO2 (centres undefined),1,-0.1,5,-2,-4,-27,0,-1,-14
Cc1[nH]c2ccc(-c3n[nH]c(=S)n3-c3ccc(Br)cc3)cc2c1C,8,3.4,-17,8,-1,-5,30,-19,0
CN(Cc1nc(Cc2ccccc2F)no1)[C@@H]1CS(=O)(=O)C[C@H]1O,-1,-0.9,-8,-2,-9,10,-2,-7,-8
O=C(Cc1ccccc1)NNC1CC(=O)N(c2ccc(Oc3ccccc3)cc2)C1=O (centres undefined),1,-0.1,-9,0,8,7,18,-10,-10
COc1cccc2cc(C(C)N(CCCN3CCOCC3)C(=S)Nc3cc(C)cc(C)c3)oc12 (centres undefined),-2,0.3,-5,-2,1,-11,7,-12,3
COc1ccccc1NC(CC(=O)c1ccccc1)C(=O)OCC(=O)c1ccc(C)cc1 (centres undefined),2,0.1,-11,6,10,-15,0,0,8
O=C(O)c1cccc(Cl)n1,0,0.1,9,-1,8,-64,15,5,-2
COc1cc(OC)cc(-c2nc3nc(C)c(CCC(=O)NCc4ccco4)c(C)n3n2)c1,2,0.4,-3,1,-8,-1,4,5[fluorescence artefact?],-15
Cc1ccc(N/C(=N/S(=O)(=O)c2cccs2)c2ccccc2)c(C)c1,1,2.4,3,-3,-15,-28,25,-10,1
Cc1ccc(C2CC(c3cccc(Cl)c3)n3nc(N)nc3N2)cc1 (centres undefined),3,0.9,-6,-1,2,-2,-4,3,-17
CC1CCN(C(c2ccccc2)c2nnnn2C(C)(C)C)CC1 (centres undefined),-8,-0.6,3,-1,-5,-14,-1,17,-11
COC(=O)CSc1nc(-c2ccccc2)nc2ccc(F)cc12,-2,0.1,-9,0,-15,-11,0,5,-7
COc1ccc(CCNC(=O)CSc2nnc(-c3ccc(F)cc3)c3ccccc23)cc1OC,2,-0.2,12,0,-15,-2,0,-9,0
CCCCc1cc(=O)oc2c(CN3CCCC3)c(O)c(Cl)cc12,135*,0.1,-24,96*,-4,-22,153*,-6,-6
c1ccc(-n2c(-c3ccncc3)nnc2-c2cccs2)cc1,1,-0.1,2,-1,-5,-20,3,-1,4
COC(=O)c1ccc(NC(=S)N2CCN(Cc3ccccc3Cl)CC2)cc1,-1,1.0,0,-2,2,-12,24,0,0
CCCCC(=O)Nc1ccc(C(=O)NNC(=O)CCc2ccccc2)cc1,0,0.1,3,-2,-15,-20,2,-6[fluorescence artefact?],-8
CCOC(=O)c1oc2ccccc2c1NC(=O)c1ccc(S(=O)(=O)N(C)C)cc1,-2,-0.3,8,-2,1,-13,0,-4,10
Cc1ccccc1CC1(CO)CCCN(C(=O)c2cc(-c3ccccc3)no2)C1 (centres undefined),-6,2.4,-5,-3,-12,-5,20,7,-1
O=C(c1ccc(Cl)c(Cl)c1)c1cnc(Nc2ccccc2)s1,-27,-0.3,-7,-5,-30,-5,2,5,-6

Whole records from above. Order of screens: Runt-SMMHC FRET	L929 necroptosis	TbHK1 inh	Runt-CBFb FRET	EBV gp42 inh	Mdm2 ligase inh	Hck Nef HTS	14-3-3 Bad inh	NCF1 inh
`CCOC(=O)C1CCCN(c2nc3ccccc3nc2C(C#N)C(=O)OCC)C1` (centres undefined) is listed as -19	-0.4	-4	-18	1	-6	-5	-15	-11
`O=C(Nc1ccc2nsnc2c1)N1CCCCC1` is listed as 0	0.3	-20	1	-14	-8	3	-3	-7

(listing goes on)
SMILES,Runt-SMMHC FRET,L929 necroptosis,TbHK1 inh,Runt-CBFb FRET,EBV gp42 inh,Mdm2 ligase inh,Hck Nef HTS,14-3-3 Bad inh,NCF1 inh
CCOC(=O)C1CCN(C(=O)CCn2c(=O)[nH]c3ccccc3c2=O)CC1,1,-0.2,-3,-2,1,1,1,-4,1
CCN1CCN(CCCN(Cc2ccco2)C(=S)Nc2ccc(Cl)cc2)CC1,2,-0.4,-7,0,-4,4,-10,-10,-5
OCCNc1nc(-c2ccccc2)nc2ccccc12,2,5.2,-7,1,6,-11,26,-5,-8
CC(=O)Nc1sc(NC(=O)c2ccc([N+](=O)[O-])cc2)nc1-c1cccs1,-6,1.1,-2,4,0,-12,10,0,11
CC(C)C[C@H](NC(=O)c1nc[nH]c1C(=O)NC(c1ccccc1)c1ccccc1)C(=O)OCc1ccccc1,5,-0.6,-12,2,-13,/,-1,-16,/
Cc1c(NC(=O)/C(C#N)=C/c2c(N3CCCCC3)nc3ccccn3c2=O)c(=O)n(-c2ccccc2)n1C,2,0.8,-18,8,-17,-9,13,-4,-3
Cc1cccc(C)c1NC(=O)C1(N2CCN(C(=O)c3ccco3)CC2)CCCCC1,-4,/,-7,-4,8,-2,-1,6,-5
CCc1nn(-c2cc(Oc3cccc4ccccc34)nc(-c3ccccc3)n2)c(N)c1C#N,-4,0.3,-7,-2,7,-20,21,24,-9
CCOP(=O)(O)c1ccccc1OCCOCCOc1ccccc1P(=O)(O)OCC,-1,0.7,-1,0,1,-14,94*,31,-20
CCOC(=O)c1c(NC(=O)CC2Nc3cc(C)c(C)cc3NC2=O)sc(C)c1C (centres undefined),-6,-0.1,-9,4,-183,3,3,8,-42
O=C(CSc1ccccn1)Nc1ccc2c(c1)oc1ccccc12,0,0.8,0,2,-6,7,2,6,-3
CCOC(=O)c1ccc(-n2c(CCC(=O)O)ccc2-c2cccs2)cc1,20,3.0,2,24,11,-3,9,-12,-10
Cn1c(=O)c2c(ncn2CCCC(=N)N2CCOCC2)n(C)c1=O,2,0.8,1,2,-1,-10,1,-7,-4
COc1ccc(CCN2C(=O)c3cccnc3C2=O)cc1OC,4,1.0,1,-3,-12,-11,0,2,2
Cc1ccc(C(=O)CSc2ncnc3ccccc23)o1,78*,-1.9,-10,40,-8,5,-2,-11,-3
O=C(CCC1COc2ccccc2O1)Nc1ccccn1 (centres undefined),-1,-0.2,2,1,6,-23,0,-9,-1
COc1cc(Cl)c(C)cc1NC(=O)CSc1nnc(-c2cccnc2)n1Cc1ccco1,32,0.8,-13,31,1,-4,-1,2,-18
CCC(C)NCCCOc1ccc([N+](=O)[O-])cc1 (centres undefined),-1,/,-30,-1,-7,-5,0,18,0
COCCOC(=O)c1c(NC(=O)CN(C)c2ccccc2)sc(C(N)=O)c1C,4,2.6,3,-6,-16,-4,-8,-4,-8
COc1ccc(N2CCN(CC(=O)Nc3nnc(-c4ccccc4)s3)CC2)cc1,-4,2.0,0,0,-3,-9,0,8,-16

High-throughput results: PubChem BioAssay, several laboratories
